Screens from PubChem.
esBAF inh: inhibitors of esBAF chromatin remodeling in mouse ES cells | Bmi1-luciferase knock-in reporter, 24 h; 100% = twice the neutral-well signal | reporter increase, % at 12.5 µM | 2% of 350,000 active; in the data active = activation above about 40%;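 note: 0% = median of the plate's neutral control wells and 100% = double that signal; a rise in the Bmi1 reporter signal indicates esBAF inhibition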
ERp5 inh: ERp5 (human) disulfide isomerase inhibition; Q15084; ERp5 insulin aggregation, absorbance 650 nm, 90 min; inhibition, % at 9.99 µM; 0.05% of 350,000 active; AID 651711;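 active = mean replicate inhibition above about 25%, with every replicate also reaching it, limit read from the data, passing the limit was not always enough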
Target sequence (Q15084 whole entry, looked up): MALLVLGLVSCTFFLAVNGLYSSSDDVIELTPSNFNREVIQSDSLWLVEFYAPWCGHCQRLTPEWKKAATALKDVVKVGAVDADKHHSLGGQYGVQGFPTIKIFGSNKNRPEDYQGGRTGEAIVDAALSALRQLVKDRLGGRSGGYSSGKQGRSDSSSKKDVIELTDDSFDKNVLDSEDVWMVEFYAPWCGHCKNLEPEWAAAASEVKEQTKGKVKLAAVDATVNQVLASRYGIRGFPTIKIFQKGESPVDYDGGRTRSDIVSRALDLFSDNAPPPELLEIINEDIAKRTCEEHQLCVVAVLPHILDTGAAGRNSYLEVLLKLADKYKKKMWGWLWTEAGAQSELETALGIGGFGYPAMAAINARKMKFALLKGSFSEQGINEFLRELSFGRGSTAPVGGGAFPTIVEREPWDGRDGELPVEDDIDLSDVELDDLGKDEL
SIRT5 block: blocks human SIRT5 desuccinylation of peptide; Q9NXA8; Purified SirT5, succinyl-peptide AMC, trypsin-coupled fluorescence; inhibition, % at 15 µM; 1.1% of 330,000 active; AID 652115; in the data active = inhibition above about 15%
Target sequence (Q9NXA8 whole entry, looked up): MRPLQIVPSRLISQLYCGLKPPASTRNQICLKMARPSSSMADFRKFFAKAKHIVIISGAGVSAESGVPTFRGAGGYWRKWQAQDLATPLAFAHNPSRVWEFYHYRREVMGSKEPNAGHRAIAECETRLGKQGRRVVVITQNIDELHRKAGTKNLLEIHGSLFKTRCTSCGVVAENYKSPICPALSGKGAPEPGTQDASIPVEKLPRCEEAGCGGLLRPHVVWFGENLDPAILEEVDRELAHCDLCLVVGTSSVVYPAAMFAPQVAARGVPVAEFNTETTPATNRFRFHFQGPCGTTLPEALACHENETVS
miR122 inh: blocks miR-122 activity in Huh7 sensor cells; Huh7 miR-122 Renilla luciferase sensor, 48 h; neutral wells = 0, positive control = 100; activation (reporter increase), % at 12.5 µM; 0.3% of 340,000 active;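 active = mean replicate activation score at least 90 and every replicate individually at or above 90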;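 note: higher luciferase means less miR-122 activity so hits act as miR-122 inhibitors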
C2C12 statin: suppression of simvastatin myotoxicity; 0.78% of 330,000 active; C2C12 myotubes + simvastatin, ATP luminescence, 48 h; scaled: DMSO 0, geranylgeraniol control 100; rescue of ATP level, % at 7.49 µM;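 active = mean ATP rescue above about 67%, or every replicate alone reaching that limit, limit read from the data, passing the limit was not always enough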;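 note: myotubes were challenged with 10 µM simvastatin during compound exposure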
Cneo AK release: causes C. neoformans cell lysis. adenylate kinase release luminescence, 4 h; normalised: neutral wells 0, clomiphene wells 100. lysis activity, % at 15 µM. 0.2% of 360,000 active;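 active = mean lysis activity across replicates of at least 80%, whatever share of replicates individually reach that level; inactive = mean lysis activity below 80%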
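read-out = cell lysis signal | test system = log-phase Cryptococcus neoformans yeast cells | input = cells at 5 × 10^6 per mL | medium = fresh YPD growth medium | signal = luminescent adenylate kinase detection reagent | timing = 4 h at 37 °C static, read 1 h later | dosing = single dose | controls = Clomiphene as positive lysis control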
ARNT-TACC3 inh: disrupts binding between human ARNT and TACC3; Q9Y6A5; AlphaScreen His-ARNT PAS-B/GST-TACC3 binding, luminescence; TACC3 fragment carries E629A point mutation; inhibition, % at 9.99 µM; 0.66% of 390,000 active;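 active = mean inhibition of replicates at least 50% and at least half of replicates each reaching 50%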;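 note: 0% = complete ARNT plus TACC3 wells and 100% = ARNT alone without TACC3; many hits fall short of the cut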
* = called active by the depositor; . = no result given; & = joins results of further samples; [ ] = remark or other dose.

#1 C/C=C/c1cnc2c(c1)C(=O)N([C@H](C)CO)C[C@H](C)[C@@H](CN(C)C(=O)CN1CCOCC1)O2
#2 C[C@@H]1CN([C@@H](C)CO)C(=O)c2cc(C#CC3CCCCC3)cnc2O[C@H]1CN(C)S(C)(=O)=O
#3 CCCN1C[C@@H](C)[C@@H](OC)CN(C)C(=O)c2ccc(NC(=O)Nc3c(C)noc3C)cc2OC[C@@H]1C
#4 CC(C)NC(=O)Nc1cccc2c1O[C@@H](CN(C)S(=O)(=O)c1cn(C)cn1)[C@@H](C)CN([C@@H](C)CO)C2=O
#5 CN1CCC2(CC1)C1CN(C)CC=C1C(C#N)=C(N)C2(C#N)C#N (stereo unspecified)
#6 C[C@@H]1CN([C@H](C)CO)C(=O)c2cc(NC(=O)Nc3ccccc3)ccc2O[C@@H](C)CCCCO[C@@H]1CN(C)Cc1ccc(C(F)(F)F)cc1
#7 CC(C)c1ccc(C(=O)N2CCCC(c3cc(C(=O)Nc4ccc5c(c4)OCO5)no3)C2)cc1 (stereo unspecified)
#8 CC(NC(=O)C(=O)c1cn(CC(=O)N2CCCC2)c2ccccc12)c1ccccc1 (stereo unspecified)
#9 CCOc1ccc(C(C)=O)cc1CN1C(=O)NC2(CCCCCC2)C1=O
#10 Nc1ccc(/C=C/c2ccc3ncccc3c2)cc1
Assay by compound	1	2	3	4	5	6	7	8	9	10
esBAF inh	-5&-1	8	4	1	-4	-3	8	2	-3	.
ERp5 inh	-2&-3	6	2	19	.	.	0	7	4	4
SIRT5 block	-1&-1	5	3	-1	.	.	0	1	0	0
miR122 inh	-2	5[16.7 µM]	-7[16.7 µM]	0[16.7 µM]	2	-2[16.7 µM]	-5	-12	.	.
C2C12 statin	0&-19	53	-2	.	3	.	7	-8	2	.
Cneo AK release	0&0	61	-3	5	0&2	-1	-1	1	1	.
ARNT-TACC3 inh	-5	2	-4	-2	1&1	-11	.	.	22	29

#11 CCC(=O)NC[C@H]1[C@H](c2ccccc2)[C@H](CO)N1C(=O)C1CCC1
#12 CC(C(=O)Nc1ccccc1-c1ccccc1)N1CCN(Cc2ccccc2)CC1 (stereo unspecified)
#13 C/C(=N\NC(N)=S)C1=CCC2C3CC[C@H]4CC(O)CC[C@]4(C)C3CC[C@]12C (stereo partly specified)
#14 COc1ccccc1CCNC(=O)C(=O)NCC1OCCN1S(=O)(=O)c1ccc(Cl)cc1 (stereo unspecified)
#15 C[C@@H]1[C@H]2CCCC[C@H]2CN(C(=O)OC(C)(C)C)[C@@H]1CC(=O)c1ccccc1
#16 C/C(=N\Nc1ccc(C(=O)O)cc1)c1ccc(Br)cc1
#17 C[C@H]1CN([C@@H](C)CO)C(=O)Cc2cc(NC(=O)Cn3cnnn3)ccc2O[C@@H]1CN(C)C(=O)Nc1ccc2c(c1)OCO2
#18 COc1ccc(Cl)cc1NC(=O)CN(C)CC(=O)Nc1cc(OC)c(OC)c(OC)c1
#19 C[C@@H]1CCCCO[C@@H](CN(C)C(=O)CCC(F)(F)F)[C@H](C)CN([C@@H](C)CO)C(=O)c2cc(NC(=O)Cc3ccccc3)ccc2O1
#20 CCNc1nc(SCC(=O)OC)nc(N2CCOCC2)n1
Assay by compound	11	12	13	14	15	16	17	18	19	20
esBAF inh	-1	-1	7	-15	-4	-20	-1	-3	5	-10
ERp5 inh	2	-1	4	0	1	2	-7	4	2	.
SIRT5 block	5	-1	0	0	-3	21*	-7	15*	0	.
miR122 inh	33[16.7 µM]	1	-4	-6	.	11	-2[16.7 µM]	.	-4[16.7 µM]	-7
C2C12 statin	-1	18	-33	12	-1	-33	38	-6	.	6
Cneo AK release	1	.	3	4	-1	-2	-2	-2	-1	-1
ARNT-TACC3 inh	-4	2	0	-3	1	-5	-14	1	-4	-4

#21 C[C@@H]1CN([C@H](C)CO)C(=O)c2cccc(NC(=O)Nc3cccc4ccccc34)c2O[C@@H]1CN(C)Cc1ccc(C(=O)O)cc1
#22 CCOC(=O)C1=C(C(=O)OCC)N(CC)CCC1=O
#23 C[C@@H]1CN([C@@H](C)CO)C(=O)c2cc(C#CC3CC3)cnc2O[C@H]1CN(C)Cc1ccccn1
#24 O=C(C[C@H]1C=C[C@@H](NC(=O)c2cnccn2)[C@H](CO)O1)NCc1ccccc1F
#25 COc1ccc(CC(=O)N/N=C/c2cccs2)cc1OC
#26 CCCNC(=O)N1C[C@@H]2[C@H](c3ccccc31)[C@@H](CO)N2C(=O)NC(C)C
#27 N#C/C(=C/c1cccn1-c1cccc(C(=O)O)c1)c1ccc(Cl)cc1
#28 COCCN(C(=S)Nc1ccc(OC)c(Cl)c1)C1CCN(C(C)=O)CC1
#29 CCOC(=O)C1CCN(C(=O)CN2C(=O)NC(C)(c3ccc4cc(OC)ccc4c3)C2=O)CC1 (stereo unspecified)
#30 Cc1cccc(C(=O)N[C@H](C(=O)OCC(=O)NC2CCS(=O)(=O)C2)C(C)C)c1 (stereo partly specified)
Assay by compound	21	22	23	24	25	26	27	28	29	30
esBAF inh	-2	-8	0	-2	3	-2	.	1	-4	0
ERp5 inh	1	-11	1	2	0	3	3	-10	-5	.
SIRT5 block	0	2	-2	-1	-1	-4	6	-4	.	.
miR122 inh	-1[16.7 µM]	.	-2[16.7 µM]	.	2	-10[16.7 µM]	.	-2	-2	2
C2C12 statin	-7	2	1	4	0	4	.	-1	4	-3
Cneo AK release	-5	-4	1	-2	2	1	.	-3	1	.
ARNT-TACC3 inh	9	34	20	-58	-5	-3	-2	.	0	-1

#31 CCn1c(O)c(N=NC(=O)CNC(=O)c2ccccc2F)c2ccccc21
#32 O=[N+]([O-])c1cccc2ccc(/C=C/c3ccc(C(F)(F)F)cc3)nc12
#33 CCOC(=O)c1cccc(NC(=O)C2CCN(c3ncnc4c3nc3n4CCCCC3)CC2)c1
#34 CC1(C(=O)N2CCCCC2)CCN1C(=O)Cc1ccc(-c2ccccc2)cc1 (stereo unspecified)
#35 C[C@@H]1CN([C@@H](C)CO)C(=O)Cc2cc(NS(=O)(=O)c3ccc(Cl)cc3)ccc2O[C@H]1CN(C)Cc1ccc(-c2ccccc2)cc1
#36 Cc1cc(C)n2nc(C(=O)OCCOc3cccc(Br)c3)nc2n1
#37 O=C(Nc1cccc2ccccc12)c1ccc2sc([C@H]3C[C@H](O)[C@@H](CO)O3)nc2c1
#38 CCN1CCN(S(=O)(=O)c2ccc(Cl)c(C(=O)N(CC)Cc3ccccc3)c2)CC1
#39 CC[N+]1(C)CCC(=C2c3ccccc3CC(=O)c3sccc32)CC1 (stereo unspecified)
#40 CSCC[C@H](NC(=O)c1cccs1)C(=O)N1CCC2(CC1)NCCc1[nH]cnc12
Assay by compound	31	32	33	34	35	36	37	38	39	40
esBAF inh	-1	5	24	6	0	-9	28	0	1	-2
ERp5 inh	-11	8	6	6	.	.	-7	-2	.	-5
SIRT5 block	2	-4	0	0	.	.	-3	1	.	-1
miR122 inh	2	14	-4	7	-5[16.7 µM]	1	-3	-2	3	.
C2C12 statin	7	7	9	0	69*	-3	12	1	9	26
Cneo AK release	-1	.	-7	3	.	2	-1	7	-2	-1
ARNT-TACC3 inh	10	6	-1	.	.	-2	.	-4	3	4

#41 O=C(Nc1ccc(-c2ccc3nncn3n2)cc1)c1ccc(Br)o1
#42 C#CCOCCOCCOCCNc1nc(N2CCN(C(=O)[C@H](CCC(=O)O)n3cc(CN)nn3)CC2)nc(N2CCN(C(=O)[C@H](CCCN=C(N)N)n3cc(C(N)[C@@H](C)CC)nn3)CC2)n1 (stereo partly specified)
#43 CC(Sc1nnc(-c2ccco2)n1C)C(=O)N1C(C)CCCC1C (stereo unspecified)
#44 Cc1c(Br)c([N+](=O)[O-])nn1CC(=O)NCc1ccccn1
#45 CN(/C=C/C(=C/C=[N+](C)c1ccccc1)OCCCS(=O)(=O)[O-])c1ccccc1
#46 CN(C)C(=O)C[C@@H]1CC[C@H]2[C@H](COc3ccc(NC(=O)C4CC4)cc3C(=O)N2C)O1
#47 Cc1ccc([C@H]2C[C@H](n3cc(COC(=O)c4ccccc4)nn3)[C@@H](O)CN2C(=O)C2CCCCC2)cc1
#48 Cc1ccc(C(=O)N/C(=C/c2ccc(Cl)cc2)C(=O)N2CCOCC2)cc1
#49 CC(C)Oc1ccc(C(=O)NCC(=O)OCC(=O)N(C)Cc2cccs2)cc1
#50 Cc1ccc(S(=O)(=O)NNC(=O)c2cccs2)c(C)c1
#51 Cc1ccc(Sc2c([N+](=O)[O-])c(=O)n(C)c3ccccc23)cc1
#52 COc1cccc(Nc2nc(N)nc(-c3oc4ccccc4c3C)n2)c1
#53 O=C(CN1C(=O)NC(c2ccccc2)(c2ccccc2)C1=O)N1CCOCC1
Assay by compound	41	42	43	44	45	46	47	48	49	50	51	52	53
esBAF inh	.	-4	4	-1	.	-2	0	2	.	-2	-1	51*	2
ERp5 inh	-2	1	4	.	-2	12	-6	-1	-8	1	3	.	-11
SIRT5 block	0	-3	0	.	-2	-1	-1	-2	-1	-1	-3	.	-4
miR122 inh	.	4	.	-8	.	7[16.7 µM]	8	.	.	11	.	18	-2
C2C12 statin	.	11	5	14	.	-3	5	-15	.	4	90*	-76	12
Cneo AK release	.	-4	-2	1	.	-2	4	-4	.	-2	-1	-14	0
ARNT-TACC3 inh	-2	5	-9	10	1	-7	.	14	-9	3	-14	9	1

Copied from the entries so far (nine entries):
#41 O=C(Nc1ccc(-c2ccc3nncn3n2)cc1)c1ccc(Br)o1
#42 C#CCOCCOCCOCCNc1nc(N2CCN(C(=O)[C@H](CCC(=O)O)n3cc(CN)nn3)CC2)nc(N2CCN(C(=O)[C@H](CCCN=C(N)N)n3cc(C(N)[C@@H](C)CC)nn3)CC2)n1 (stereo partly specified)
#43 CC(Sc1nnc(-c2ccco2)n1C)C(=O)N1C(C)CCCC1C (stereo unspecified)
#44 Cc1c(Br)c([N+](=O)[O-])nn1CC(=O)NCc1ccccn1
#45 CN(/C=C/C(=C/C=[N+](C)c1ccccc1)OCCCS(=O)(=O)[O-])c1ccccc1
#46 CN(C)C(=O)C[C@@H]1CC[C@H]2[C@H](COc3ccc(NC(=O)C4CC4)cc3C(=O)N2C)O1
#47 Cc1ccc([C@H]2C[C@H](n3cc(COC(=O)c4ccccc4)nn3)[C@@H](O)CN2C(=O)C2CCCCC2)cc1
#48 Cc1ccc(C(=O)N/C(=C/c2ccc(Cl)cc2)C(=O)N2CCOCC2)cc1
#49 CC(C)Oc1ccc(C(=O)NCC(=O)OCC(=O)N(C)Cc2cccs2)cc1
Assay by compound	41	42	43	44	45	46	47	48	49
esBAF inh	.	-4	4	-1	.	-2	0	2	.
ERp5 inh	-2	1	4	.	-2	12	-6	-1	-8
SIRT5 block	0	-3	0	.	-2	-1	-1	-2	-1
miR122 inh	.	4	.	-8	.	7[16.7 µM]	8	.	.
C2C12 statin	.	11	5	14	.	-3	5	-15	.
Cneo AK release	.	-4	-2	1	.	-2	4	-4	.
ARNT-TACC3 inh	-2	5	-9	10	1	-7	.	14	-9
